Source: PubChem BioAssay (National Center for Advancing Translational Sciences (NCATS))
KCNH2 WT inh – KCNH2 (human, wildtype) channel inhibition; Q12809; U2OS, BacMam KCNH2, thallium flux FluxOr; hits give low values; activity change, % at 1.84 µM; 0.37% of 340,000 active;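 active = maximum activity change below -70%; inconclusive = maximum activity change between -70% and -50%; inactive = maximum activity change above -50%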; note: % is set by controls: 0 for no effect and ±100 for the full control effect
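U2OS cells transduced with wild-type KCNH2 virus are loaded with FluxOr dye for 45 min, and thallium flux is measured in kinetic reads before and after stimulation buffer. Rate constants are normalized to DMSO controls.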
Giardia killer – kills Giardia lamblia; Giardia lamblia trophozoite viability; activity change, % at 7.66 µM, hits read low; 0.15% of 340,000 active; in the data active = activity change below about -80%; inconclusive = between about -30% and that limit;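 note: parasites exposed to compound for two days anaerobically before the ATP read; % is set by controls: 0 for no effect and ±100 for the full control effect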
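Compounds were tested on trophozoites seeded at 100 cells/well and held 48 hrs at 37 deg C anaerobically. An ATP-based luminescent kit measured the remaining live cells.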
PKM2 activator – activators of human pyruvate kinase M2; P14618; purified PKM2, Kinase-Glo ATP luminescence, activation; response scale: 0% is enzyme alone, no compound; Potency, µM (series often up to 57.5 µM), without a hit: at the highest dose activation, usual class: activators; 0.34% of 260,000 active; note: potency is the fitted concentration of half-maximal effect; % is set by controls: 0 for no effect and ±100 for the full control effect; nearly all actives have a fitted effect of over 55% in size
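hPK-M2, >95% pure; 0.1 mM ADP / 0.5 mM PEP final; imidazole pH7.2 buffer w/ 7 mM MgCl2, 50 mM KCl; 1 h RT; Kinase-Glo lum. Intermediate enzyme activity for dual inhibitor/activator qHTS.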
USP2a inh – blocks human ubiquitin-specific protease USP2a | O75604 | USP2 core, Ub-CHOP2 coupled fluorogenic reporter, 485/531 | Potency, µM (doses to about 38.3 µM), for the others: at the highest dose activity change, negative = inhibition, hits mostly inhibitors | 0.01% of 330,000 active | AID 463254;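 note: potency is the fitted concentration of half-maximal effect; plate controls were DMSO wells for no effect and full inhibition by NEM control for full effect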
Target sequence (O75604 whole entry, looked up): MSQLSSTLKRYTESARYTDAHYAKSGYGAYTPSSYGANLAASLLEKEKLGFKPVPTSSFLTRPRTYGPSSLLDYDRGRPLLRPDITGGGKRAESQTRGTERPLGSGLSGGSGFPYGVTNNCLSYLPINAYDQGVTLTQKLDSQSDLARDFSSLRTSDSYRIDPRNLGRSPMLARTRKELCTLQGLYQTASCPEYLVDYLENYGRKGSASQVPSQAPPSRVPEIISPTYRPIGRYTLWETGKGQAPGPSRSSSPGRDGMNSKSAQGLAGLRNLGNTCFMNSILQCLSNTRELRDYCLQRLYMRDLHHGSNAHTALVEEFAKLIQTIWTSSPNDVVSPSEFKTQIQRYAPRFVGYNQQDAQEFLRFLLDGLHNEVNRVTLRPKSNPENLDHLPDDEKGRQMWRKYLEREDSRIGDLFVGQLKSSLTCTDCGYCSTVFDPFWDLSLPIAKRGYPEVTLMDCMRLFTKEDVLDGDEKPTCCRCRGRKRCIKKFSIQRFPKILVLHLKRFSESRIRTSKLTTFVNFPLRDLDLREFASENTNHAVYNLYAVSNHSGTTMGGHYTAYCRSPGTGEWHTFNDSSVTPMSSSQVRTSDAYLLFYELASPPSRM
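USP2 core (10nM final) preincubated 30min RT with compound in 20mM Tris-HCl pH 8.0, 2mM CaCl2, 2mM beta-mercaptoethanol, 0.05% CHAPS; 25nM Ub-CHOP2 plus 25nM reporter substrate added, fluorescence (Ex485/Em531) read after 60min.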
GALK inhibitor – galactokinase (human) inhibition. P51570. Purified GALK, Kinase-Glo residual ATP luminescence. Potency, µM (doses to about 57.5 µM), inactives show top-dose activity change, negative = inhibition, usual class: inhibitors. 0.007% of 270,000 active. AID 1868; note: potency is the fitted concentration of half-maximal effect; % is set by controls: 0 for no effect and ±100 for the full control effect
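Kinase-Glo Plus luminescence measured ATP left after a 1 h room-temperature reaction. The reaction used 5 nM GALK, 100 uM galactose and 35 uM ATP at pH 8.0 (20 mM HEPES, 5 mM MgCl2, 60 mM NaCl, 1 mM DTT, 0.01% BSA).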
Menin MLL FP TR – menin-MLL binding inhibition, Texas Red mutant peptide. Menin + Texas Red MLL mutant peptide, fluorescence polarization. Potency, µM (titrated, usually from 61.6 µM), without a hit: top-dose FP activity change, negative = inhibition, hits mostly inhibitors. 0.23% of 270,000 active. AID 1768; active = well fitted inhibition curve with a large enough effect in the polarisation, with a control signal flat, not every such curve was filed as active; inconclusive = small, poorly fitted or top-dose-only effect, or effect the other way, or a change in a side signal; inactive = no such curve, though single readings can be large or run the other way; the % refers to the polarisation; note: potency is the fitted concentration of half-maximal effect; % of control where 0% means no effect; many of its hits are not listed in these tables
TRPV1 ag – human TRPV1 agonism. Q8NER1. TRPV1-expressing cells, Fluo-8 calcium influx, agonist mode. activation, % at 8.33 µM. 0.19% of 320,000 active. AID 540275; in the data active = activation above about 80%; inconclusive = between about 30% and that limit; note: 0% is about no effect
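TRPV1-expressing cells were cultured overnight at 35.5C and loaded with Fluo-8 calcium dye for 40 to 90 min at room temperature. After a 10 s baseline, compound was added and calcium influx was read kinetically for 3 min (ex 480/em 520 nm).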
CXXC DNA block – blocks binding of human MLL CXXC domain to DNA; MLL-CXXC / FITC-HOXA9 DNA fluorescence polarization; Q03164; Potency, µM (series often up to 115 µM), for the others: at the highest dose activity change, negative = inhibition, most hits filed as inhibitors; 0.037% of 290,000 active; active = well fitted inhibition curve with a large enough effect in the polarisation, with a control signal flat, not every such curve was filed as active; inconclusive = small, poorly fitted or top-dose-only effect, or effect the other way, or a change in a side signal; inactive = no such curve, though single readings can be large or run the other way; the % refers to the polarisation; note: potency is the fitted concentration of half-maximal effect
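Fluorescence polarization: 7 uM MLL-CXXC (stock) preincubated 5 min with compounds, then 50 nM fluorescein-HOX-A9 DNA (stock) added; 30 min ambient. Buffer 50 mM Tris-HCl pH 7.5, 50 mM NaCl, 1 mM DTT, 0.05% BSA.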
FBPA coupling cs – coupling enzyme interference in Giardia aldolase counter-screen. 0.67% of 290,000 active. coupling enzyme system counterscreen, AmpLite Red fluorescence. AID 2472. activity change, negative = inhibition, % at 58.2 µM, hits read low; in the data active = activity change below about -30%; note: % is set by controls: 0 for no effect and ±100 for the full control effect
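First, compound is pin-transferred into glyceraldehyde-3-phosphate coupling-enzyme reagent at 57.5 uM final and held 10 min at RT. Next, substrate, coupling system and AmpLite Red are added. After 20 min RT, fluorescence (525/598 nm) is read.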
KCNH2 3.1 inh – blocks the human KCNH2 3.1 channel isoform. 0.95% of 340,000 active. U2OS KCNH2 3.1, thallium flux FluxOr; hits give low values. activity change, % (tested at about 1.8 µM). AID 720553;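 active = maximum activity change below -70%; inconclusive = maximum activity change from -70% to -50%; inactive = maximum activity change above -50%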;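 note: thallium influx rate constant from kinetic fluorescence after stimulation buffer; % is set by controls: 0 for no effect and ±100 for the full control effect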
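Thallium flux read-out: FluxOr dye with Red40 quencher in HBSS/HEPES, 45 min at RT. Rate constants from kinetic reads were normalized to positive and negative DMSO controls. Cells: U2OS virally expressing the 3.1 isoform.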
B2AR arrestin – beta2AR (human) beta-arrestin recruitment activity | P07550 | beta-arrestin recruitment to beta2AR, cell-based reporter | Potency, µM (doses to about 46.1 µM), without a hit: top-dose activation, hits mostly activators | 0.02% of 330,000 active | AID 492947;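 note: potency is the fitted concentration of half-maximal effect; 0% = DMSO controls and full agonism = EC100 isoproterenol or metaproterenol; nearly all actives have a fitted effect of over 65% in size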
Target sequence (P07550 whole entry, looked up): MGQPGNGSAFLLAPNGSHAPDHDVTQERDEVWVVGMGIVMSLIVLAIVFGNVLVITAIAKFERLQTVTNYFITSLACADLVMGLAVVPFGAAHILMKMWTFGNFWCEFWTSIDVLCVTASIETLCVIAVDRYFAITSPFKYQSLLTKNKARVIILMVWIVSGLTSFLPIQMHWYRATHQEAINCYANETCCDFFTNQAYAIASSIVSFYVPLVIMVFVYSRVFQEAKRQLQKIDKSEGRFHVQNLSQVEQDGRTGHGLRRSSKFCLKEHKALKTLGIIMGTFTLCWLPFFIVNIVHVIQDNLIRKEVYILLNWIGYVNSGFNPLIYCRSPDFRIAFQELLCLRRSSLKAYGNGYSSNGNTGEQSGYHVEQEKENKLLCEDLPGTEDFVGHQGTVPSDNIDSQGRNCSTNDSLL
Active calls of the source: *; ? = inconclusive; . = no result given; [ ] = another dose, or the depositor's remark. Unless noted, calls come from the whole dose curve; as a rule, active = well fitted curve in the direction sought with a large enough effect; inconclusive = small, poorly fitted or top-dose-only effect, or another doubt; inactive = no such curve, though single readings can be large; an effect the other way counts as inactive or inconclusive.

smiles,KCNH2 WT inh,Giardia killer,PKM2 activator,USP2a inh,GALK inhibitor,Menin MLL FP TR,TRPV1 ag,CXXC DNA block,FBPA coupling cs,KCNH2 3.1 inh,B2AR arrestin
CCc1ccc(-n2c(SCC(=O)Nc3ccc(C(=O)O)cc3)nnc2-c2ccncc2)cc1,-8,7,27%,8%,.,.,2,2%,3,-6,-1.0%
Cc1ccc(C2c3c(C)nn(-c4ccc([N+](=O)[O-])cc4)c3N=C3C(=O)Nc4ccccc4N32)cc1 (stereo not given),.,.,9%,2%,4%,28%,-2,26%,-3,.,0.2%
Cc1cccc(NC(=S)NNc2cccc(Cl)c2)c1,0,-3,.,-1%,-2%,31%[activator],-1,-5%,-1,-3,-0.2%
COc1cccc(C(=O)Nc2ccc(F)cc2F)c1,-4,-8,-8%,0%,1%,8%,0,5%,0,1,-0.9%
Nc1ccc2nc3c(=O)n(CCc4ccccc4)c(=O)[nH]c3nc2c1,-8,?,0%,?,-2%,.,107*,?,-20,-6,-0.9%
COc1cc(/C=N/NC(=O)Cn2nnc3ccccc32)ccc1O,-6,9,-4%,1%,1%,20%,-4,-3%,0,10,0.0%
O=C(NCCCn1ccnc1)/C(=C\c1cccnc1)NC(=O)c1ccco1,4,1,3%,7%,-1%,0%,2,11%,0,-1,0.3%
CCOc1ccc(/C=N/NC(=O)c2[nH]c3ccc(C)cc3c2C)cc1,11,20,.,-9%,3%,0%,8,8%,-2,-5,6.0%
CC1CCc2sc(C(=O)NCc3ccc(F)cc3)cc2C1 (stereo not given),-3,15,-3%,2%,0%,3%,?,17%,5,-1,-2.2%
CCCNc1nc2ccccc2c(=O)[nH]1,-5,-8,-1%,0%,-2%,2%,1,17%,0,13,-0.3%
O=C(NN=C1CCCC1)c1cc(Cl)cc(Cl)c1O,-3,-5,0%[11.5 µM],1%,-3%,24%,-2,-25%,-6,-4,-0.9%
Cc1cccc(C)c1NC(=O)c1cc(-c2ccccn2)nc2ccccc12,-5,5,.,-1%,9%,-4%,28,1%,-10,19,-0.1%
CCN1CCN(C(CNC(=O)c2ccc3c(c2)OCO3)c2cccnc2)CC1 (stereo not given),19,-15,-1%,5%,-3%,-11%,-4,-5%,2,1,0.1%
O=C(N=C1SC2CS(=O)(=O)CC2N1c1ccc(Br)cc1)C1CCCO1 (stereo not given),-2,6,.,-1%,-3%,.,-1,-12%,.,9,0.0%
CCOC(=O)c1sc(NC(=O)C2CC2)cc1C,-30,20,4%,2%,0%,-14%,10,-1%,-1,4,-0.3%
CCN(CC(=O)Nc1c(F)cccc1F)C(=O)CSCC(=O)Nc1cc(C)on1,4,-6,.,0%,.,.,1,.,.,8,-0.2%
COc1ccc(C(=O)OCC(=O)NCc2ccccc2)c(OC)c1OC,-6,0,?,0%,13%,-2%,2,4%,1,.,-0.2%
CCC(C(=O)O)n1c2ccccc2c2cn[nH]c(=O)c21 (stereo not given),.,-1,.,1%,3%,2%,-1,-2%,2,-8,-0.3%
NCCC(=O)N1c2ccccc2Sc2ccc(Cl)cc21,-8,3,0%,2%,-1%,-2%,23,-4%,0,-1,-1.5%
Cc1cccc(C)c1NC(=O)COC(=O)CCC(=O)c1cccs1,-1,17,-9%,1%,0%,-11%,4,0%,1,-14,-0.1%
COc1ccc(OC)c(S(=O)(=O)NCc2ccccc2)c1,-7,-1,1%,-1%,8%,-8%,-1,-1%,1,25,-1.1%
CC(C)CCn1c(SCc2ccc(Cl)cc2)nc2c1c(=O)[nH]c(=O)n2C,1,-9,-1%,0%,2%,-6%,22,2%,2,-1,-0.1%
O=C1c2cc(F)ccc2-n2c1nc1ccccc1c2=O,1,?,.,-5%,.,?,2,6%,-28,-2,-0.7%
COn1c(=O)c(-c2cccs2)[n+]([O-])c2ccccc21,17,6,0%,2%,-1%,-26%,-1,48%[activator],0,-4,0.4%
CCSC1(SCC)N=C(N)C2(C#N)C(c3ccccc3)NC3=C(CCC3)C12C#N (stereo not given),-9,27,-1%,4%,-1%,-14%,1,6%,1,1,-0.2%
COC(=O)CSc1nc2sc3c(c2c(=O)n1-c1ccccc1)CCN(C)C3,28,17,23%,-1%,17%,-6%,1,3%,-3,4,-0.5%
OCCOCCNc1ncnc2c1c(-c1ccccc1)cn2-c1ccccc1,-2,?,.,-3%,3%,?,9,-2%,1,10,0.5%
CCOC(=O)C(C)n1cnc2scc(-c3ccc(C)cc3)c2c1=O (stereo not given),22,-29,-2%,3%,-1%,0%,-1,-12%,0,33,-0.7%
CN(CC(=O)Nc1ccccc1Br)C(=O)COc1cccc2c1OC(C)(C)C2,-1,-3,.,0%,.,.,3,.,.,2,0.0%
CCc1ccc(NC(=O)Nc2cnccn2)cc1,-16,-20,-4%,-1%,-1%,6%,5,?,2,-13,-0.7%
CCOc1ncccc1C(=O)Nc1ccccc1C(=O)NCc1ccc2c(c1)OCO2,-2,-2,-1%,1%,7%,9%,?,-8%,1,4,-0.3%
O=C(Nc1c(C(=O)O)oc2ccc(Br)cc12)c1ccccc1,-10,10,0%,0%,-6%,19%[11.7 µM],.,16%,12,2,0.4%
Cc1ccc(-n2ncc3c(=O)n(CC(=O)OCc4ccccc4)cnc32)cc1,6,-2,0%,-3%,0%,-14%[11.7 µM],.,11%,-1,-3,0.1%
O=C(Nc1cc(Cl)cc(Cl)c1)c1coc(=O)c(Br)c1,-3,-8,-4%,5%,-1%,.,-3,-4%,6,9,-0.8%
O=C(COC(=O)CNC(=O)c1ccccc1F)NC12CC3CC(CC(C3)C1)C2,-7,-8,.,-2%,.,.,18,.,.,2,-0.1%
CCCCCCN1C(=O)C(O)=C(C(C)=O)C1c1ccccc1[N+](=O)[O-] (stereo not given),5,-23,1%,-5%,-1%,9%,-1,20%,2,-4,-1.0%
CN1CCN(C(=O)C2(NC(=O)NCc3ccccc3)CCCCC2)CC1,-9,5,-11%,-2%,-4%,4%,-1,-5%,1,-5,-0.1%
Cc1ccc(C(=O)Nc2cccc(S(=O)(=O)N3CCCC3)c2)o1,0,-13,.,0%,.,.,0,.,.,11,-1.0%
O=C(Nc1ccc(C(=O)N2CCCCC2)cc1)c1ccc([N+](=O)[O-])cc1,10,11,1%,-6%,4%,5%,29,1%,5,11,0.5%
Cc1nn(-c2ccccc2)c(N2CCCC2)c1/C=N/NC(=O)c1cc2ccccc2cc1O,-6,-7,4%,-1%,0%,?,4,18%,2,1,-0.6%
CCCCS/C(=C(/C#N)C(N)=O)c1cc2c([nH]1)CCCC2,-2,10,9%,0%,0%,1%,0,-2%,1,-2,-0.5%
CC(C)C[C@H](NC(=O)NCc1ccc(F)cc1)C(=O)O,1,-8,-2%,2%,3%,.,-3,9%,7,-20,-0.4%
CS(=O)(=O)c1cccc(-c2nnc(NC(=O)CCS(=O)(=O)c3ccccc3)o2)c1,0,-6,.,-1%,.,.,-4,.,.,-1,-0.3%
NC(=S)N/N=C/c1coc2ccc(F)cc2c1=O,-3,-15,3%,0%,.,.,11,27%,-3,-4,-0.2%
O=C(O)c1ccc(N/N=C/C=C/c2ccc([N+](=O)[O-])o2)cc1,-26,?,-3%,-7%,9%,?,11,?,2,-15,0.1%
COc1ccccc1CC(=O)Nc1ccccc1C(=O)O,-2,7,8%,3%,0%,1%,1,-7%,-16,1,-0.1%
CCOC1(c2ccccc2)OC(=O)c2ccccc21 (stereo not given),-14,12,-2%,1%,1%,1%,-4,14%,3,-5,0.3%
Brc1ccc(CNCc2cccs2)cc1,-22,4,3%,0%,0%,-1%,2,3%,-2,.,-0.3%
O=C(Nc1ccccc1-c1ccccc1)C12CC3CC(CC(C3)C1)C2,-3,3,0%,0%,-5%,?,?,-2%,1,-25,-4.9%
Cn1c(=O)c2sccc2n2c(CCCC(=O)NCc3cccnc3)nnc12,-25,-28,.,3%,4%,2%,3,9%,1,16,0.4%
COc1ccc(/C(N)=N/OC(=O)CCc2ccccc2)cc1OC,-11,-3,-1%,0%,-1%,-5%,1,11%,1,3,-0.3%
Cc1cccc(/C=N/NC(=O)c2ccc(NC(=O)c3ccccc3Cl)cc2)n1,-2,-20,1%,1%,-2%,4%,5,5%,1,20,-0.5%
CCc1ccc(S(=O)(=O)/N=C2\C=C(Nc3cccc(C(=O)O)c3)C(=O)c3ccccc32)cc1,-1,3,.,-3%,-30%,.,-1,?,-44*,0,-0.3%
CCOC(=O)CSc1ncnc2c1cnn2-c1ccc(Cl)cc1,-1,28,-3%,0%,6%,1%,0,-8%,1,-3,-0.1%

Only part of the results is shown, so the mix of outcomes need not match the whole.
